# Screening results (PubChem BioAssay)
# GLD-1 RNA inh – GLD-1-TGE RNA interaction inhibition (C. elegans); AID 2280; purified GLD-1 + fluorescein TGE RNA, fluorescence polarization; hit rate 0.44% among 320,000; Q17339; inhibition, % at 5.96 µM;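 active = percent inhibition above a per-plate cutoff, the plate mean of test compounds plus 3 SD, cut at about 30% in these data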;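 also: 0% = DMSO wells with GLD-1 and probe and 100% = wells lacking GLD-1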
# Fam108B inh – blocks mouse Fam108B hydrolase in RBBP9 counter-screen | recombinant Fam108B, FP-Rh probe fluorescence polarization | inhibition, % at 9.51 µM | hit rate 0.33% among 300,000 | AID 1947;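 active = inhibition above the screen mean inhibition plus 3 SD, computed separately per campaign, cut at about 18% in these data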;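 also: inhibitors lower polarization as less probe binds the enzyme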
# Efflux pump inh – antifungal efflux pump inhibition, Nile Red retention; S. cerevisiae Candida pump triplex; inhibition, % at 10 µM; hit rate 0.44% among 330,000; AID 485275;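 active = plate passing quality check with inhibition over a set limit, or well fluorescence over plate mean plus 4 SD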;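 also: Nile Red retained in pooled yeast measured as flow cytometry median fluorescence; 0% = buffer negative control and 100% = Enniatin B positive control; higher means more Nile Red kept so more efflux inhibition; some compounds called inactive have numbers as strong as hits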
# GRK2 aptamer HTS – blocks RNA aptamer binding to human GRK2. P25098. AID 488847. bead flow cytometry, FAM-aptamer displacement from GRK2. inhibition of aptamer binding, % at 10 µM. hit rate 0.59% among 330,000;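 active = inhibition of aptamer binding above 40%, roughly 3 SD of noise, on plates passing a quality check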;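 also: median bead fluorescence of bound FAM aptamer so fluorescent compounds give negative values; no value below 0 was filed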
# PME-1 primary – PME-1 (human) inhibition | inhibition, % at 5.9 µM | hit rate 0.53% among 320,000 | AID 2130 | recombinant PME-1, FP-Rh probe fluorescence polarization;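 active = inhibition above the campaign mean of all compounds plus 3 SD, cut at about 26% in these data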;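 also: competitive labeling of PME-1 active site by serine hydrolase directed probe; 0% = PME-1 with DMSO and 100% = wells lacking PME-1 enzyme; inhibitors block probe labeling so polarization falls and inhibition rises; many of its hits are not listed in these tables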
# Target sequence (Q9Y570 whole entry, looked up): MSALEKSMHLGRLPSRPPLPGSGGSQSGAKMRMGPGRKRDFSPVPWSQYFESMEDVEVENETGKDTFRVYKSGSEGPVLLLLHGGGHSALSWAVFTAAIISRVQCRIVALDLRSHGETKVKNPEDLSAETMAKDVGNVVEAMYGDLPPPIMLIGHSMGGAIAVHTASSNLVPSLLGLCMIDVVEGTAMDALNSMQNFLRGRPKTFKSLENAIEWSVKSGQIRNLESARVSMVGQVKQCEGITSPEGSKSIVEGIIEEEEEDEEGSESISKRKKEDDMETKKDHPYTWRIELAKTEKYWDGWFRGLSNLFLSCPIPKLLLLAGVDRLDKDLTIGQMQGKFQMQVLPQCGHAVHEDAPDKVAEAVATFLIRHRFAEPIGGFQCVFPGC
# Bcl-xL primary – blocks human Bcl-xL binding to Bim BH3 peptide; GST-Bcl-xL / FITC-Bim BH3 peptide fluorescence polarization; inhibition, % at 10.9 µM; hit rate 0.7% among 320,000; AID 2129;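 active = inhibition above the mean of all tested compounds plus 3 SD, cutoff set per campaign, cut at about 30% in these data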;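 also: 0% = DMSO wells and 100% = unlabeled Bim-BH3 peptide competitor; inhibitors lower millipolarization by displacing the labeled peptide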
# Target sequence (Q07817 whole entry, looked up): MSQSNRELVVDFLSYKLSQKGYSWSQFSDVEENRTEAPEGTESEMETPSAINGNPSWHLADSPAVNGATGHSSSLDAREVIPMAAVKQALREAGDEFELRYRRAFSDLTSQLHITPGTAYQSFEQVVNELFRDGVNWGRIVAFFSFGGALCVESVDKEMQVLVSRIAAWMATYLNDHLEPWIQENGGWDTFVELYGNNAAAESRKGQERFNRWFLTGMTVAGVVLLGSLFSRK
# MEX-5 binding – C. elegans MEX-5 TCR-2 RNA binding activity; Q9XUB2; MEX-5/FITC-TCR2 RNA binding, fluorescence polarization; hits give low values; activity score (negative = inhibition of binding), % at 10 µM; hit rate 0.38% among 300,000;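 active = inhibition past about -25% in most replicates, and total fluorescence under double the plate's negative control median, limit read from the data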;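 also: 0% = DMSO and -100% = 5 µM competing unlabeled TCR2 RNA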
# Target sequence (Q9XUB2 whole entry, looked up): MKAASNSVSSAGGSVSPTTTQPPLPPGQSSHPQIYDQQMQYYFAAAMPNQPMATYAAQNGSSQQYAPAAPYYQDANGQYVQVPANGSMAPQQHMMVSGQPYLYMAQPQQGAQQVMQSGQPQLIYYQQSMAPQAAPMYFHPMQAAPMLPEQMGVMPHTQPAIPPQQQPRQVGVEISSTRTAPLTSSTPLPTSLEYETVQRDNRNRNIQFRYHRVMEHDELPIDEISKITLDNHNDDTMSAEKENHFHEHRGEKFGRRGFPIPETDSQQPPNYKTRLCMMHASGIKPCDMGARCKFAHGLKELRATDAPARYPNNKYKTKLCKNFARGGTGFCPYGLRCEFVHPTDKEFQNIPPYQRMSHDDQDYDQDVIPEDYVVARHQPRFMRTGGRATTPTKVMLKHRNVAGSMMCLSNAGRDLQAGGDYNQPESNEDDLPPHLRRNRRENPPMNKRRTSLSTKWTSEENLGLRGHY
# MCL1 BIM primary – disrupts human MCL1 binding to BIM-BH3 peptide. Q07820. GST-MCL1 / FITC-Bim-BH3 fluorescence polarization. inhibition, % at 10.9 µM. hit rate 0.68% among 320,000. AID 2057;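 active = inhibition above the mean inhibition of all tested compounds plus 3 SD, set per campaign, cut at about 40% in these data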;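 also: 0% = DMSO wells and 100% = unlabeled Bim-BH3 peptide control; higher means more loss of mP so more displacement of Bim peptide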
# VLA-4 inh – inhibition in a human VLA-4 binding assay; hit rate 0.2% among 330,000; inhibition, % (about 7 µM as worked out from the volumes in the protocol); VLA-4 expressing cells, ligand binding flow cytometry; AID 2557; in the data active = inhibition above about 50%
# Numbers without * were called inactive; · = no result given.
SMILES,GLD-1 RNA inh,Fam108B inh,Efflux pump inh,GRK2 aptamer HTS,PME-1 primary,Bcl-xL primary,MEX-5 binding,MCL1 BIM primary,VLA-4 inh
O=C(OC[C@H]1O[C@@H](OC(=O)c2cc(O)c(O)c(OC(=O)c3cc(O)c(O)c(O)c3)c2)[C@H](OC(=O)c2cc(O)c(O)c(OC(=O)c3cc(O)c(O)c(O)c3)c2)[C@@H](OC(=O)c2cc(O)c(O)c(OC(=O)c3cc(O)c(O)c(O)c3)c2)[C@@H]1OC(=O)c1cc(O)c(O)c(OC(=O)c2cc(O)c(O)c(O)c2)c1)c1cc(O)c(O)c(OC(=O)c2cc(O)c(O)c(O)c2)c1,90*,65*,-0.1,0,26*,55*,·,76*,30
Cc1nnc(SCC(=O)N2CCOCC2)c2ccccc12,-6,0,-0.1,1,-1,8,-4.7,1,16
O=C(CC(C(=O)O)c1ccccc1)Nc1cccc2ccccc12 (stereo not given),-7,1,-4.3,1,6,6,0.7,8,-3
CCCCOc1ccc(/C=C/C(=O)N(CC)CC(=O)Nc2ccc3c(c2)OCCO3)cc1OC,3,-1,-0.1,1,-1,4,1.5,3,17
O=C1CCCC2=C1C(c1cccs1)n1nc(SCc3ccccc3)nc1N2 (stereo not given),3,-6,-0.1,0,2,-3,-1.4,-8,5
O=C(Nc1ccccc1C(=O)NCC1CCCO1)c1ccccc1F (stereo not given),-4,3,-0.1,8,3,5,-0.2,7,-9
Cc1nnc2sc(SCC(=O)Nc3nccs3)nn2c1=O,1,2,0.0,1,-2,7,-0.4,10,21
Cc1cc(OCCCN2CCN(Cc3ccccc3)CC2)ccc1[N+](=O)[O-],1,-5,0.4,0,-3,7,1.5,2,-2
CC(=O)c1ccc(S(=O)(=O)NCCc2cn3ccc(C)cc3n2)cc1,-1,-3,-1.0,5,5,0,2.2,-3,7
CC(=O)CSc1ccc(-c2nc3cc(C)c(C)cc3[nH]2)cn1,1,-5,-0.2,0,-21,5,-0.5,0,9
Fc1ccc(COc2ccccc2-c2ccnc3ncnn23)cc1,-8,-1,0.2,1,0,-4,0.3,-4,9
COc1cc(C2CC(=O)Nc3ccccc3S2)cc(OC)c1OC (stereo not given),0,3,0.0,0,-2,2,-1.7,3,-14
CC(C)Cn1c(CCCNC(=O)c2ccco2)nc2ccccc21,6,4,0.0,0,5,3,-0.4,0,17
O=C(CC(c1ccccc1)c1ccccc1)NCCO,-4,4,0.0,0,-2,5,-0.3,2,0
C=CCOc1ccccc1/C=N/n1nnnc1N,-3,1,0.0,0,2,9,0.6,-7,9
O=C(Nc1ccc(-c2noc(COc3ccccc3Cl)n2)cc1)c1ccco1,-4,-14,0.2,0,-10,2,2.5,0,-10
C/C(CC(=O)Nc1cc(Cl)ccc1Cl)=N\NC(=O)c1ccccc1Br,13,4,-0.2,1,-3,5,0.0,8,-4
COc1ccc(C(=O)Nc2c3c(nn2-c2ccc([N+](=O)[O-])cc2)CS(=O)(=O)C3)cc1,7,1,-0.2,0,-5,1,0.4,6,9
O=C(CSc1ccc2c(c1)OCCO2)Nc1cccc(S(=O)(=O)N2CCCCC2)c1,3,7,0.0,1,10,4,-9.1,-20,13
CC[n+]1c(/C=C/N(C)c2ccccc2)n(-c2ccccc2)c2ccc(-c3nc4ccccc4s3)cc21,-60,4,0.0,0,10,-19,-2.8,-9,-13
O=C(NC(=S)Nc1ccccc1N1CCOCC1)c1ccccc1F,6,7,4.4,0,7,7,-1.9,3,-2
CC(C)c1ccccc1N=C1SCCN1C1CCS(=O)(=O)C1 (stereo not given),-4,1,0.1,0,3,1,-1.5,1,-8
Nc1nc(SCC(=O)Nc2cccc(S(=O)(=O)N3CCCCCC3)c2)n[nH]1,2,2,0.0,4,-1,1,2.8,-1,-1
CCOc1ccc2c(c1)C(NC(C)=O)C(=O)N2CCN1CCOCC1 (stereo not given),·,·,-0.3,5,·,·,0.5,·,8
O=[N+]([O-])c1cc(S(=O)(=O)Nc2ccccc2)ccc1NCc1ccccc1,0,2,-0.3,4,15,4,0.1,3,23
Cc1c(C(=O)Nc2cnccn2)oc2ccccc12,0,0,0.0,0,-5,0,-2.9,-7,10
COc1ccc(N2C(=O)CC(N3CCN(c4ccccc4)CC3)C2=O)cc1 (stereo not given),5,-5,0.0,1,2,3,-1.3,1,18
O=C(COC(=O)c1cncc(Br)c1)NCc1ccccc1,3,-3,0.0,5,-1,15,-1.1,15,2
Cc1cc(C)n(C(C)CC(=O)Nc2ccc3c(c2)OCO3)n1 (stereo not given),-5,9,0.0,1,2,-1,-2.2,5,8
Cc1cc(C)cc(SCc2noc(C(=O)NCC3CCCO3)c2C(=O)O)c1 (stereo not given),5,-1,0.1,3,-6,2,1.0,0,5
CCOC(=O)C1=CC[C@H]2c3c(c4ccc(OC)cc4n3C)C(=O)C1N2S(=O)(=O)c1ccc(C)cc1,8,·,0.0,0,4,-1,·,-7,19
COc1ccc(CCNCC(O)COc2c(C)cccc2C)cc1OC (stereo not given),·,·,0.0,1,·,·,-2.0,·,6
O=C(NCCc1ccccc1Cl)C1CC(=O)N(C2CCCCC2)C1 (stereo not given),3,-1,-0.1,0,-1,-2,-0.2,-5,4
COc1ccc(C2C(C(=O)c3cccs3)=C(O)C(=O)N2c2nnc(C)s2)cc1OC (stereo not given),70*,2,-0.2,1,-1,84*,-60*,83*,4
COc1cc(NC(=O)Nc2ccc3c(c2)OCO3)cc(OC)c1OC,5,6,-0.1,2,-5,9,-0.4,14,0
COc1ccc(Cl)cc1NC(=O)COC(=O)CNC(=O)C1CCCCC1,4,·,-0.1,0,-1,-1,·,-1,22
Cc1cc(NC(=O)c2cc3ccccc3o2)ccc1NC(=O)c1ccccc1,2,-5,0.0,0,-1,-1,-0.3,-8,12
Cc1ccsc1C(=O)N1CCCC(C(=O)c2cc(F)ccc2F)C1 (stereo not given),-11,-8,0.1,0,14,-2,-0.7,-3,6
CCN(C1CCS(=O)(=O)C1)S(=O)(=O)c1ccc2ccccc2c1 (stereo not given),8,1,-0.1,0,-3,6,-3.3,5,-32
COc1ccccc1C(=O)NCCc1nc2ccccc2[nH]1,0,0,0.1,0,2,2,0.0,4,12
CCn1c(CC(=O)Nc2ccc(F)cc2)nnc1SCC(=O)Nc1nnc(C)s1,7,1,-0.1,10,0,-2,-1.7,-1,2
CN(C(=O)CS(=O)(=O)Cc1ccccc1Cl)c1ccccc1,5,1,0.0,0,2,1,0.1,0,14
Cc1ccc(C(=O)N2CCC(Cc3ccccc3)CC2)cc1[N+](=O)[O-],-4,-2,0.1,0,4,3,-1.7,-3,7
CCOc1ccc2[nH]cc(C(=O)NCc3ccc(F)cc3)c(=O)c2c1,·,·,-0.1,0,·,·,2.3,·,-3
Cc1nnc(SCC(=O)NC2CCS(=O)(=O)C2)n1Cc1ccccc1 (stereo not given),-8,0,0.0,0,2,-1,1.2,0,-1
Cc1ccccc1NC(=O)CSc1nc(COc2ccccc2)nc2ccccc12,5,-10,0.0,32,2,0,-0.4,-2,7
COC(=O)C(NC(C)=O)(Nc1nc2ccc(C)cc2s1)C(F)(F)F (stereo not given),-8,0,0.1,0,4,-5,3.2,3,6
CCOc1ccc(S(=O)(=O)N2CCN(c3ccc(OC)cc3)CC2)c2cccnc12,-9,2,0.3,0,-1,9,0.8,8,11
CCN1C(=O)[C@@H]2[C@H](C1=O)[C@@H]1C[C@H]3C(=O)N(CC)C(=O)[C@H]3[C@@H]3C1=C(C(=O)N1C(=O)OC(=NCC4CC4)[C@]31C)[C@@H]2C,3,2,0.1,2,2,1,-3.8,4,9
Cn1ncc(Cl)c1C(=O)N1CCN(c2cccc(Cl)c2)CC1,1,-2,0.0,2,-3,5,2.0,-1,3
CCC(C)(C)C1CCC(NC(=O)N2CCN(c3ccccc3O)CC2)CC1 (stereo not given),1,-1,0.0,0,1,10,-1.2,7,-1
O=C(NCc1ccco1)Oc1ccccc1,-1,-1,-0.2,0,1,8,-3.0,3,13
CCn1c(C)[n+](CCOC(C)=O)c2cc(Cl)c(Cl)cc21,5,3,0.0,0,1,-14,0.9,-13,6
COc1cccc(/C=N/Nc2nc(-c3cccnc3)nc3ccccc23)c1,6,-6,-0.1,3,-16,3,4.2,3,-13
Cc1ccccc1NCC(=O)N/N=C\c1ccc([N+](=O)[O-])s1,2,3,0.0,21,4,-3,1.8,0,0
CSc1cccc(NC(=O)COC(=O)C2(c3ccccc3)CC2)c1,0,·,0.1,1,·,·,·,·,10
COc1cccc(C(=O)/C=C/Nc2cc(C)ccc2O)c1,0,9,-0.1,0,11,5,-1.9,-2,-2
CC1Cc2cc(/C(O)=C3/C(=O)C(=O)N(CC4CCCO4)C3c3ccco3)ccc2O1 (stereo not given),3,0,0.0,16,-5,3,0.2,5,-12
CC(=O)N1CCc2cc(S(=O)(=O)NCCC(=O)N3CCN(Cc4ccccc4)CC3)ccc21,6,-5,0.2,0,-5,2,·,4,2
Cc1cccc(NS(=O)(=O)c2cnc[nH]2)c1,0,-1,0.8,3,-3,0,0.4,1,2

# (more compounds)
SMILES,GLD-1 RNA inh,Fam108B inh,Efflux pump inh,GRK2 aptamer HTS,PME-1 primary,Bcl-xL primary,MEX-5 binding,MCL1 BIM primary,VLA-4 inh
COc1cccc(C(C#N)N2CCCCC2)c1O (stereo not given),3,4,0.0,4,0,1,1.5,2,-3
CC(C)(C)OC(=O)NCCCC1=CC2=CC(=O)C(C)(O)C(=O)C2=CO1 (stereo not given),26,0,-0.1,0,-2,34*,-20,37,-6
CCOC(=O)c1nnc(-c2ccccc2)o1,-1,-1,0.0,0,0,2,-2.7,4,20
COc1ccc(OC)c(-c2csc(NC(=O)CSc3ccc([N+](=O)[O-])cc3)n2)c1,3,21*,0.2,2,10,4,-0.1,4,-5
CN(C)c1ccc(CNn2cnnc2SCC(=O)NC(C)(C)C)cc1,5,2,-0.2,2,-3,2,-0.6,3,11
CC(=O)c1nc2ccccc2n1Cc1ccccc1,-4,-4,-0.1,0,-3,2,-0.5,4,-5
CCc1ccccc1-n1c(-c2ccncc2)n[nH]c1=S,-3,1,-0.2,4,-3,-8,3.0,-15,6
c1nnc(NC2=NCCC2)s1,-1,-5,0.1,3,-6,2,-1.7,-1,15
O=C(/C=C/c1ccc(F)cc1)NC(Cc1c[nH]c2ccccc12)C(=O)O (stereo not given),2,4,-0.3,0,-4,3,-2.9,-1,9
O=C(NCCN1CCCCC1)c1ccc(=O)oc1,4,-7,-0.1,0,-11,3,2.1,-6,-9
Cc1ccc(/C=C/C(O)=C2/C(=O)N(C)C3(C)CC2c2ccccc2O3)cc1 (stereo not given),-2,-3,0.1,4,1,-4,0.7,-6,4
CC(C)[C@H](NC(=O)c1ccccc1Cl)C(=O)OCC(=O)N1CCCCC1,2,·,0.0,0,·,·,·,·,2
O=C(N1CCOCC1)C12CCC3CC(CC(C3)C1)C2,8,7,0.0,0,2,6,-2.1,5,7
COc1cc(NS(=O)(=O)c2ccc(NC(=O)C3CCCO3)cc2)nc(OC)n1 (stereo not given),1,5,0.0,2,-1,0,·,5,-6
Cc1ccccc1-n1nnnc1SCC(C)C,4,0,0.0,1,-5,0,0.5,-5,4
CCCn1c(=O)c(C(=O)Nc2ccccc2C(=O)OCC)c(O)c2ccccc21,0,-1,0.2,1,8,1,-0.3,2,8
O=C(Nc1nccs1)c1cc(-c2ccccc2)nc2ccccc12,2,-2,11*,0,-2,-1,2.6,-4,12
O=C(Nc1ccccc1N1CCOCC1)c1cc2c(s1)CCCCC2,3,1,0.2,1,3,2,0.9,-5,6

# Not all compounds are listed (hit frequency here may not be typical).
